# TTR transcr act: activators of transthyretin transcription; SH-SY5Y TTR promoter Gaussia luciferase, luminescence; 100% = recombinant luciferase protein wells; activation, % at 16.7 µM; 92,000 compounds, 1.3% hits; AID 1117267;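 active means activation above the mean of all tested compounds plus 3 SD, cut at about 9.5% in these data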;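 further: cells exposed to compounds for one day before reading; 0% = median of all test compound wells on the plate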
# The depositor's hits bear a star. These rows are one share of the data; rates above refer to the full screens.
SMILES,TTR transcr act
O=C(CN1C(=O)C2CC=CCC2C1=O)NCc1ccc2c(c1)OCO2 (stereo not given),-3.1
O=C(O)CCCN1C(=O)C2C3CCC(C3)C2C1=O (stereo not given),-1.4
Nc1c(C(=O)Nc2ccccc2F)sc2nc(-c3ccco3)ccc12,-2.0
Cc1ccc(F)cc1S(=O)(=O)NCc1ccc(N2CCN(C)CC2)cc1,5.0
CNC(=O)N(O)C1N(/N=C/c2cccs2)C(=S)SC1(C)C (stereo not given),1.8
CC(C)(C)NC(=O)[C@H](c1cccnc1)N(C(=O)c1ccco1)c1ccc(C(C)(C)C)cc1,-2.4
COc1ccc(-c2ccc(CN3C(CC(C)C)C(=O)N(Cc4cn(CCC5OCCCO5)nn4)CCS3(=O)=O)cc2)cc1OC (stereo not given),-1.2
COC(=O)c1sccc1NC(=O)Nc1cccc(OC)c1,10.0*
CC(NC(=O)c1ccccc1)c1nc2ccccc2n1Cc1ccccc1F (stereo not given),-0.3
O=C(O)C1C2C=CC(C2)C1C(=O)Nc1nccs1 (stereo not given),3.2
CCOC(=O)C1(CCCc2ccccc2)CCN(Cc2nccn2CC)CC1,-0.6
CN1C(C(=O)NCC2CC2)CC2Cn3c(nc4cc(Cl)c(Cl)cc43)C21 (stereo not given),3.8
COC(=O)C[C@@H]1C=C[C@@H](NC(=O)c2ccc3c(c2)OCO3)[C@@H](CO)O1,2.1
Cc1nc(NC(=S)NC(=O)c2ccccc2)sc1C,0.3
CC(C(=O)NCCC1=CCCCC1)c1ccc([N+](=O)[O-])cc1 (stereo not given),6.1
O=C(N/C=C/c1ccco1)Nc1cccc(Cl)c1,0.9
Oc1ccccc1-c1cc(-c2ccccc2)n[nH]1,-2.2
COc1ccc(OC)c(NC(=O)CSc2nnc(-c3cnccn3)n2C)c1,0.7
O=C(Cn1cc[n+](Cc2ccccc2)c1)c1ccc([N+](=O)[O-])cc1,-0.6
Cc1ccccc1Cn1cc(NC(=O)c2noc(C(C)C)c2[N+](=O)[O-])cn1,-0.8

# Compounds above with a thiophene ring, fused or not, in the order listed:
SMILES,TTR transcr act
Nc1c(C(=O)Nc2ccccc2F)sc2nc(-c3ccco3)ccc12,-2.0
CNC(=O)N(O)C1N(/N=C/c2cccs2)C(=S)SC1(C)C (stereo not given),1.8
COC(=O)c1sccc1NC(=O)Nc1cccc(OC)c1,10.0*

# In the list so far, 12 contain nitrogen in an aromatic ring:
SMILES,TTR transcr act
Nc1c(C(=O)Nc2ccccc2F)sc2nc(-c3ccco3)ccc12,-2.0
CC(C)(C)NC(=O)[C@H](c1cccnc1)N(C(=O)c1ccco1)c1ccc(C(C)(C)C)cc1,-2.4
COc1ccc(-c2ccc(CN3C(CC(C)C)C(=O)N(Cc4cn(CCC5OCCCO5)nn4)CCS3(=O)=O)cc2)cc1OC (stereo not given),-1.2
CC(NC(=O)c1ccccc1)c1nc2ccccc2n1Cc1ccccc1F (stereo not given),-0.3
O=C(O)C1C2C=CC(C2)C1C(=O)Nc1nccs1 (stereo not given),3.2
CCOC(=O)C1(CCCc2ccccc2)CCN(Cc2nccn2CC)CC1,-0.6
CN1C(C(=O)NCC2CC2)CC2Cn3c(nc4cc(Cl)c(Cl)cc43)C21 (stereo not given),3.8
Cc1nc(NC(=S)NC(=O)c2ccccc2)sc1C,0.3
Oc1ccccc1-c1cc(-c2ccccc2)n[nH]1,-2.2
COc1ccc(OC)c(NC(=O)CSc2nnc(-c3cnccn3)n2C)c1,0.7
O=C(Cn1cc[n+](Cc2ccccc2)c1)c1ccc([N+](=O)[O-])cc1,-0.6
Cc1ccccc1Cn1cc(NC(=O)c2noc(C(C)C)c2[N+](=O)[O-])cn1,-0.8

# More compounds:
SMILES,TTR transcr act
COc1ccc(N2CCN(c3ccc(NC(=O)C4CCCCC4)cc3C#N)CC2)cc1,9.6
COc1ccc2c(c1)C[C@@H](CON1C(C)(C)CCCC1(C)C)N2S(=O)(=O)c1ccc(C)cc1,1.2
CCN(C(=O)c1cc2cc(OC)ccc2oc1=O)c1ccccc1,1.7
O=C(CC12CC3CC(CC(C3)C1)C2)NC1CC1,0.8
N#CC(=C(O)CN1CCN(c2ccccc2F)CC1)c1nc(-c2ccc(Cl)cc2)cs1,0.0
CNC(=O)c1c(NC(NC(=O)c2ccco2)C(=O)c2ccc(Cl)cc2)sc2c1CCCC2 (stereo not given),-1.4
Cc1cc(=O)n2nc(N3CCC(C(=O)N4CCN(C)CC4)CC3)sc2n1,-0.7
C=CC[C@H](CC(=O)N(CCO)Cc1ccccc1)C(=O)N[C@H](COC(=O)[C@@H](CC=C)CC(=O)OC(C)(C)C)Cc1ccccc1,-0.8
CCOC(=O)C(Cc1ccc(O)c([N+](=O)[O-])c1)N1C(=O)c2ccccc2C1=O (stereo not given),0.9
CONC(=O)C1CCN(C(=O)OCc2ccccc2)CC1,3.5
CC1(c2nnnn2-c2ccc3c(c2)OCCO3)CCC(=O)N1Cc1ccc(F)cc1 (stereo not given),3.3
COc1cc(CNCCCCO)ccc1OCc1ccccc1F,0.4
O=C(NC1CCCCC1)C(c1ccco1)N(C(=O)c1csnn1)c1cccc(F)c1 (stereo not given),1.6
COC(=O)C1=C(C)N(C)C(=O)NC1c1cc(Cl)cc(Cl)c1OC (stereo not given),0.2
C[C@H](NC(=O)c1cccc([N+](=O)[O-])c1)C(=O)OCC(=O)c1ccccc1Br,2.3
COc1ccccc1Nc1ncnc2c1cnn2-c1cccc(C)c1,4.0
N#CCC(=O)N/N=C/c1ccccc1Cl,2.3
Cc1ccc(NC(=O)c2cc3c(s2)CCC3)cc1S(=O)(=O)N1CCOCC1,-6.0
O=C1C(Cl)=C(NCCCN2CCOCC2)C(=O)N1CCc1ccccc1,69*
CCCCCn1c(=NC(=O)c2cccnc2)c(C#N)cc2c(=O)n3cccc(C)c3nc21,-0.1
CCOc1ccc(C(=O)COC(=O)Cn2[nH]c(=O)c3ccccc3c2=O)cc1,-1.1
COc1ccc(Cl)cc1CN1CCOCC1,0.0
Oc1ccc(Cl)cc1CNCc1ccc(F)cc1,-0.1
O=C(C[C@H]1C/C=C\CC[C@H](Cc2ccc(F)cc2)C(=O)OCCNC1=O)NCCO,1.1
Cc1cc(C)c2nc(N3CCC(C(=O)NCc4ccccn4)CC3)sc2c1,-1.6
CCOc1ccc(CCNC(=O)c2c(C)nn(-c3ccccc3)c2Cl)cc1OCC,12*
C=CCN(CC=C)CCOc1ccccc1F,-2.0
O=C(NCC1(O)CCCCC1)C1CCC(=O)N(CCc2ccccc2)C1 (stereo not given),0.0
CCOC(=O)c1csc(N/N=C2\CCCc3ccccc32)n1,-1.5
O=C(CCSCc1ccccc1F)NCc1ccc(F)cc1,2.0
O=C(CCN1CCN(Cc2ccccc2)CC1)Nc1ccccc1Cl,0.0
CCOc1ccc(NC(=O)CC2C(=O)N(c3ccc(OC)c(Cl)c3)C(=S)N2C2CC2)cc1 (stereo not given),0.5
Cc1ccc(NC(=O)COC(=O)c2ccccc2Nc2ccccc2)cc1,5.3
CN(Cc1ccc(OCC(O)CN2CCCCC2)cc1)Cc1ccnc2ccccc12 (stereo not given),4.1
O=S(=O)(NNc1ccc(Cl)nn1)c1ccc(F)cc1,5.1
CCOC(=O)C1CCN(C(=O)/C=C/c2ccc(S(=O)(=O)N3CCOCC3)cc2)CC1,-0.3
COc1ccc(C2/C=C\CN(C(=O)c3ccccc3)CC(=O)N2Cc2ccc(F)cc2)cc1 (stereo not given),0.3
C#CCNC(=O)C1=C[C@@H](c2ccc(C#C)cc2)C[C@@H](OCCCCO)O1,-0.9
CCCN1CNc2c(c(=O)[nH]c(=S)n2CCc2ccccc2)C1,1.0
COc1ccc(CCNCC(O)c2ccccc2)cc1 (stereo not given),2.4
COC(=O)[C@@]12C[C@@H](CC(=O)NCc3ccccc3)C(=O)N(Cc3ccco3)C1=CCC(C)(C)C2,-1.1
O=C(NC1CCCN(Cc2ccccc2F)C1)C1CCC1 (stereo not given),-1.4
CCCn1nc2cc(C(=O)NCCc3cccs3)ccc2c1OCC,-5.3
COC(=O)CSc1nnc(-c2ccccn2)n1N,3.0
CCCCn1c(N)c(N(CCOC)C(=O)COC(=O)c2ccccc2NCCO)c(=O)[nH]c1=O,0.6
COc1ccc(N2CCN(CC(O)COc3ccccc3[N+](=O)[O-])CC2)cc1 (stereo not given),0.6
C#CCN1CC(COc2ccccc2)OCCS1(=O)=O (stereo not given),-0.2
O=C1NC(CCc2ccccc2)C(=O)N1Cc1ccc(Br)cc1 (stereo not given),-0.6
C[C@@H]1CN([C@@H](C)CO)C(=O)c2cc(Br)cnc2O[C@H]1CN(C)C(=O)c1ccccc1F,-1.7
O=C(CC(=O)c1cccc([N+](=O)[O-])c1)Nc1ccccc1Cl,0.4
Cc1ccc(C)c(N2CCN(C(=O)c3cc4sccc4n3C)CC2)c1,-0.5
Cn1c(SCC(=O)NC(=O)NCc2ccco2)nnc1-c1ccccc1,7.5
CCOc1ccc(NC(=O)CSc2nc3ccccc3c(=O)n2Cc2cccs2)cc1,0.6
Fc1ccc(-n2c(Cc3cccs3)n[nH]c2=S)cc1Cl,0.2
O=C1CCC(CCc2nc3ccccc3[nH]2)(c2ccccc2)C(=O)N1 (stereo not given),21*
Cc1ccc(C)n1-c1ccc(C(=O)NCC2CCCO2)cc1 (stereo not given),2.3
COc1cc(C(=O)N2CCN(c3ccccc3Cl)CC2)ccc1OCC(=O)N1CCOCC1,-0.3
C/C(=N\NC(=O)c1ccccc1)c1nc2ccccc2n1C,1.6
Clc1cccc(-c2nc3ccc(Br)cn3c2Cc2ccsc2)c1,-0.7
O=C(CN1C(=O)CSc2ccccc21)N/N=C/c1ccco1,3.0
# Next part:
SMILES,TTR transcr act
C1CSC2(N1)C1CC3CC(C1)CC2C3 (stereo not given),2.7
CCCOC(=O)C1=C(C)N(C)C(=O)NC1c1cc2c(cc1[N+](=O)[O-])OCO2 (stereo not given),0.9
COc1cccc(-c2cc(C(F)(F)F)nc(N3CCC(C)CC3)n2)c1,-1.0
COc1ccc(CC(=O)OCC(=O)NC2CCCCC2)cc1,2.6
CC(=O)c1c(COC(=O)c2ccccc2Cl)nc2ccccc2[n+]1[O-],3.5
c1ccc2c(c1)CCN(C1CCCCC1)C2,-0.3
COc1cc(CNCc2ccccn2)ccc1OCc1ccccc1Cl,-1.4
C=CCN1C(=NC(=O)COc2ccc(Cl)cc2)SC2CS(=O)(=O)CC21 (stereo not given),0.0
O=C(Nc1cccc(F)c1)OC1CC2CC1[C@H]1CCCCN1[C@H]2Cc1ccccc1 (stereo not given in full),-1.4
CCN1CCOC(CC(=O)Nc2ccc([N+](=O)[O-])cc2)C1=O (stereo not given),0.6
Brc1ccc(-c2cn3ccccc3n2)s1,-1.9
CCCCNC(=O)c1ccccc1SCC(=O)NC1CCCCCCC1,-0.4
COc1ccc(-c2cn[nH]c2-c2ccc(OC)cc2)cc1,0.0
O=C(/C=C/[C@H]1O[C@@H](n2cnc3c(NC(=O)c4ccccc4)ncnc32)[C@H](O)[C@@H]1O)NCCc1c[nH]c2ccccc12,-0.9
O=C(OCc1ccc([N+](=O)[O-])cc1Cl)c1cnccn1,0.2
Cc1nc(NC(=O)C23CCC(C)(C(=O)O2)C3(C)C)sc1C (stereo not given),-4.7
COc1cc(NC(=O)C2CCCO2)c(OC)cc1NC(=O)c1ccccc1 (stereo not given),4.3
CCOC(=O)c1ccc(NC(=O)c2nc[nH]c2C(=O)N[C@H](C)CO)cc1,-2.6
Cc1cc(C)c2c(N)c(C(=O)c3ccc(Cl)cc3)sc2n1,-2.5
CC1CCN(C(=O)c2[nH]cnc2C(=O)NCC(=O)OCc2ccccc2)CC1,-0.7
O=C1CC(N2CCC(Cc3ccccc3)CC2)C(=O)N1CCc1ccccc1 (stereo not given),-0.1
C=CCOc1c(CNc2cccc(C(=O)O)c2)cccc1OCC,-0.6
Cc1ccc2nc(-c3ccc(C#N)cc3)c(Cc3ccccc3C(F)(F)F)n2c1,-1.1
O=S(=O)(N1CCCCC1)N1CCN(CC(O)COc2ccc3cc(Br)ccc3c2)CC1 (stereo not given),-2.1
Cc1ccc(C(=O)Oc2cc(N)n(S(=O)(=O)c3ccc(C)cc3)n2)cc1,-2.7
O=C(NN=C1C2CC3CC(C2)CC1C3)c1cc(Cl)ccc1O,-9.9
CN(C)S(=O)(=O)N1CCN(c2ccc([N+](=O)[O-])c(N3CCOCC3)c2)CC1,-0.6
COc1cccc(C(=O)Nc2ccc(C(F)(F)F)n(C)c2=O)c1,-1.4
CC(=O)c1ccc(OCC(=O)c2cc(C)n(-c3ccc4c(c3)OCO4)c2C)cc1,-3.1
Cc1ccc2cc3c(N)c4c(C)ccc(C)c4nc3nc2c1,-0.6
COCc1cc(C)n(CC(=O)Nc2ccccc2OC)c(=O)c1C#N,3.9
Cc1nnc(NC(=O)c2ccc(S(=O)(=O)N3CCCCC3C)cc2)o1 (stereo not given),1.3
CC(C)c1ccc(NC(=S)N(C)CCc2ccccn2)cc1,-0.7
FC(F)(F)c1nnc(Nc2ccc(Cl)cc2)s1,-3.3
COc1ccc(OCC(=O)OC2CCCN(C)C2)cc1 (stereo not given),1.5
COc1ccc(CC(=O)NNC(=S)NC(=O)c2cc(OC)c(OC)c(OC)c2)cc1,-1.4
C[C@H]1CN([C@@H](C)CO)C(=O)CCCn2cc(nn2)CO[C@@H]1CN(C)S(=O)(=O)c1ccc(-n2cccn2)cc1,-0.1
CC(C)(C)C(=O)NC(=S)Nc1ccccc1N1CCCC1,1.5
COc1ccc(NC(=O)c2ccc3nc(-c4ccccc4)c(-c4ccccc4)nc3c2)c(OC)c1,-0.6
Cc1cc(C)n2c(=O)c3ccc(Cl)cc3nc2c1C#N,1.9
Cn1ncc(Cl)c1C(=O)Nc1ccc(CN2CCCCC2)cc1,-0.6
Cc1ccc2c(CN3CCN(S(=O)(=O)c4ccc5c(c4)OCCO5)CC3)cc(=O)oc2c1C,-4.0
O=C(NN1C(=O)C2C3c4ccccc4C(c4ccccc43)[C@@H]2C1=O)c1ccccc1 (stereo not given in full),0.4
